Screening data (PubChem BioAssay)
M1 ag parental – counter-screen for M1 agonists: effect in parental CHO-K1 cells. Fluo-8 calcium fluorescence; scaled to maximal ATP response, vehicle zero. actives 0.48% (n = 360,000). activation, % at 3 µM; in the data active = activation above about 15%;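 also: untransfected CHO-K1 host cells lacking M1 receptor as counterscreen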
CHO parental Ca – ATP-evoked calcium signal inhibitors, parental CHO, primary screen, counter-screen for OX1R antagonist project, cell-based, fluorescence, Fluo-8 calcium dye; parental CHO-K1, ATP-induced calcium, Fluo-8 fluorescence; inhibition, % at 5.6 µM; actives 0.63% (n = 330,000); AID 463079, 2010;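 active = inhibition above that plate's mean sample inhibition plus 3 SD, cut at about 26% in these data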;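 also: 0% = ATP-challenged DMSO wells and 100% = DMSO wells without ATP; some compounds past the cut are filed as inactive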
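test system = CHO parental line | reagent = ATP stimulus | measured by = intracellular calcium via Fluo-8 no-wash fluorescent dye | control set = ATP and no-ATP DMSO wells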
TAAR1 antagonist – human TAAR1 antagonists, primary screen, Fluo-8 calcium fluorescence, CHO RD-HGA16 cells; antagonist; AID 624466, 2012; inhibition, % at 3 µM; Trace amine-associated receptor 1 (Homo sapiens), Q96RJ0; actives 1.5% (n = 360,000);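 active = inhibition above a per-plate cutoff, the mean inhibition of test compounds on that plate plus 3 SD, cut at about 49% in these data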;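 also: 0% = DMSO plus EC80 beta-PEA response and 100% = DMSO alone without agonist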
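Material: CHO RD-HGA16 cells bearing hTAAR1; compound dosing: one-point dosing, 3 µM nominal final; schedule: dye loading 75 min at 37 °C, then 30 min room temperature; measured by: calcium fluorescence with Fluo-8; control set: vehicle and agonist controls; replication: n of 1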
M1 ag – human M1 muscarinic receptor agonists, primary screen, Fluo-8 calcium fluorescence, CHO-K1 cells, HTS. AID 588814, 2011. CHO-K1 hM1, agonist mode; 0% DMSO, 100% acetylcholine EC100. activation, % at 3 µM. Muscarinic acetylcholine receptor M1 (Homo sapiens), P11229. actives 0.33% (n = 360,000);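 active = activation above the run's mean compound activation plus 3 SD, cut at about 16% in these data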;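 also: peak over basal fluorescence ratio within a 140 s kinetic read after compound addition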
Target sequence (P11229 whole entry, looked up): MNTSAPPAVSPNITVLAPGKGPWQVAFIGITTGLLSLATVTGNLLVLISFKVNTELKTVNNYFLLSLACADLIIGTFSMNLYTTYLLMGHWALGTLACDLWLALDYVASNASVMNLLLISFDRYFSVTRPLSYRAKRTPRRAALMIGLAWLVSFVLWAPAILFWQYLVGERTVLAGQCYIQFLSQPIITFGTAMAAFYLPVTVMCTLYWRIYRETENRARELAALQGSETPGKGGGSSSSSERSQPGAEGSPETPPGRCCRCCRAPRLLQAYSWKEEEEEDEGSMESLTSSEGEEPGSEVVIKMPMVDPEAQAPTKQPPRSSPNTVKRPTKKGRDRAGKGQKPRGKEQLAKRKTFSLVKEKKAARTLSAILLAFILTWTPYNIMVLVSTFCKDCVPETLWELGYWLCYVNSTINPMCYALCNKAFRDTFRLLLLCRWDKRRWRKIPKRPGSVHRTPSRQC
CHO-K1 Ca antag – counter-screen for M1 antagonists: effect in parental CHO-K1 cells. ATP-induced calcium, Fluo-8 fluorescence. actives 0.6% (n = 360,000). inhibition, % at 3 µM;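 active = inhibition above a per-plate cutoff, the plate's mean sample inhibition plus 3 SD, cut at about 24% in these data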;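 also: 0% = DMSO plus EC80 ATP and 100% = DMSO alone without ATP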
TAAR1 ag – human TAAR1 agonists, primary screen, Fluo-8 calcium fluorescence, CHO RD-HGA16 cells. Trace amine-associated receptor 1 (Homo sapiens), Q96RJ0. vehicle wells 0%, saturating PEA agonist 100%. activation, % at 3 µM. actives 0.99% (n = 360,000);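 active = activation above the mean activation of all test compounds in the run plus 3 SD, cut at about 38% in these data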
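Benchmarks: low control DMSO, high control PEA (EC100); System: CHO RD-HGA16 cells carrying human TAAR1 plus Gα16; Detection: Fluo-8 fluorescence, 5 s baseline then 140 s kinetic read; Schedule: 17-24 h plating, Fluo-8 75 min 37 °C, 30 min RT; Read-out basis: % activation from peak over basal fluorescence ratio, DMSO-to-PEA scaled.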
V1aR counter – agonists of human V1a receptor, primary screen, counter-screen for OXTR agonist project, fluorescence, CHO-V1R cells; Vasopressin V1a receptor (Homo sapiens), P37288; Fluo-8 calcium fluorescence, agonist mode; 0% DMSO, 100% 3 nM vasopressin; activation, % at 3 µM; actives 0.25% (n = 320,000); AID 2797, 2010;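 active = activation above the mean activation of all tested compounds plus 3 SD, per screening run, cut at about 20% in these data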;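 also: signal is peak over basal fluorescence ratio across a 100 second FLIPR read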
M1 PAM parental – nonselective calcium activators in parental CHO-K1 cells, primary screen, counter-screen for M1 PAM project, cell-based, Fluo-8 calcium fluorescence, full deck, 1536-well. ATP EC20; 0% at ATP EC20, 100% at ATP max. activation, % at 3 µM. actives 0.02% (n = 360,000);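 active = activation above the run cutoff, the mean activation of all test compounds plus 3 SD, cut at about 40% in these data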;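 also: peak over basal fluorescence ratio in a 140 s read after ATP addition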
OXTR potentiate – human OXTR potentiators, primary screen, fluorescence, CHO-OTR cells, Fluo-8 calcium; Oxytocin receptor (Homo sapiens), P30559; Fluo-8 calcium fluorescence, potentiator mode; 0% = oxytocin EC15, 100% = EC100; activation, % at 3 µM; actives 0.061% (n = 320,000); AID 2445, 2010;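 active = activation above that plate's cutoff, the mean activation of tested compounds plus 3 SD, cut at about 6.6% in these data, passing the limit was not always enough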;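 also: 100% uses oxytocin at 75 nM as the full agonist control; some results filed as inactive read as strong as hits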
Target sequence (P30559 whole entry, looked up): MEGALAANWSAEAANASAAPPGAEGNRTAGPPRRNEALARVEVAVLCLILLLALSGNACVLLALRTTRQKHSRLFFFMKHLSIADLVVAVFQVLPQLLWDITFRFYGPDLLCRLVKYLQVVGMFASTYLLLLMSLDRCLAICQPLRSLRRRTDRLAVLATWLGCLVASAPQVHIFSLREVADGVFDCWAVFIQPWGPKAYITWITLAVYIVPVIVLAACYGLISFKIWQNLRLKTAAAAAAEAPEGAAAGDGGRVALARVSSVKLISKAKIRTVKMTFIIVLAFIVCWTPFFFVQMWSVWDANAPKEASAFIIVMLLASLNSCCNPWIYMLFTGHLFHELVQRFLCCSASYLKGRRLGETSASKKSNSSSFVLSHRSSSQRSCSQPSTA
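Material: human OTR in CHO cells. Compound: 3.0 µM, one dose. Timing: compound 6 min at room temperature before oxytocin, 100 s read. Evaluation: % activation of max/min ratio relative to oxytocin controls. Replication: single well per compound, singlicate. Signal: Fluo-8 calcium dye fluorescence.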
Active calls of the source: *; . = not tested or not shown; & = joins results of further samples.

Sample of the layout:
SMILES	M1 ag parental	CHO parental Ca	TAAR1 antagonist	M1 ag	CHO-K1 Ca antag	TAAR1 ag	V1aR counter	M1 PAM parental	OXTR potentiate
Cc1nc2ccc(S(=O)(=O)NCC(=O)N(C)Cc3ccco3)cc2s1	0.0	-7	14	-1	-16	2	0.9	4	-5
CSc1ccc(S(=O)(=O)N2CCN(Cc3ccc4c(c3)OCO4)CC2)cc1	0.1	-9	13	-14	0	-1	2.2	20	-5

The list itself, from the start:
SMILES	M1 ag parental	CHO parental Ca	TAAR1 antagonist	M1 ag	CHO-K1 Ca antag	TAAR1 ag	V1aR counter	M1 PAM parental	OXTR potentiate
Cc1nc2ccc(S(=O)(=O)NCC(=O)N(C)Cc3ccco3)cc2s1	0.0	-7	14	-1	-16	2	0.9	4	-5
CSc1ccc(S(=O)(=O)N2CCN(Cc3ccc4c(c3)OCO4)CC2)cc1	0.1	-9	13	-14	0	-1	2.2	20	-5
O=C(Cc1ccc(Br)cc1)NCCN1CCOCC1	0.2	2	-9	-4	7	4	0.7	-8	-8
N#Cc1c(-c2cccc([N+](=O)[O-])c2)nc2n(c1=O)CCS2	0.3	2	1	-4	-6	4	1.1	7	-9
O=C(COC(=O)CC1CC2CCC1C2)Nc1ccc(F)cc1Cl (centres undefined)	-0.4	-18	23	-4	-10	-1	-1.5	-3	-5
Cc1cc(-c2nn(-c3ccccc3F)cc2CN2CCC(O)CC2)c(C)s1	1.1	-19	-2	-2	-2	7	1.9	11	-5
CCOc1ccc(CCN2C(=O)C(=O)N([C@@H](Cc3ccccc3)CN3CCC[C@H]3CN3C(=O)C(=O)NC[C@@H]3Cc3ccc(O)cc3)C[C@@H]2Cc2ccc(O)cc2)cc1	0.7	.	-13	.	-19	0	.	22	.
O=C(Cc1ccccc1)NCc1ccc(F)cc1	-0.2	0	8	-8	-5	-2	0.7	18	3
O=C(Nc1nc2ccccc2[nH]1)C1CC1	-0.3	-8	-13	-2	-5	3	0.0	-10	4
CC(=O)N1C(C(=O)O)Cc2c([nH]c3ccccc23)C1(C)C (centres undefined)	-0.1	-5	-13	-2	-6	4	1.0	1	2
O=S(=O)(Nc1cccc(CCc2ccccn2)c1)c1ccc(Cl)cc1	6.0	-3	-26	-2	-15	6	1.9	5	-8
Nc1c(C(=O)NCCN2CCOCC2)c2nc3ccccc3nc2n1-c1cccc(F)c1	2.0	-2	14	-4	-5	6	4.4	15	-29
CCCCN(CCCC)CCNC(=O)c1cn(CC)c2ccc(S(=O)(=O)N3CCCC3)cc2c1=O	-0.7	-5	-23	-6	-8	0	-0.4	2	-4
O=C(Nc1c2c(nn1-c1cccc(Cl)c1)CS(=O)(=O)C2)C1CC1	1.8	-9	0	0	8	-1	0.2	-7	-7
Cc1ccc(CNCC(O)(c2ccccc2)c2ccc(F)cc2)cc1 (centres undefined)	1.0	-27	3	-6	6	8	1.3	3	-5
COc1ccccc1CCNC(=O)c1ccc(OC)c(OC2CCN(C(C)C)CC2)c1	-0.1	-21	-21	-5	-8	7	0.2	16	1
CN(C)c1ccc(/C=C2/C[N+](C)(C)C/C(=C/c3ccc(N(C)C)cc3)C2=O)cc1	3.3	.	15	-3	-11	2	.	15	.
CCN(CC)c1ccc(SS(=O)(=O)O)cc1	0.1&1.0	1&-6	-4&1	-3&-4	-9&-24	1&5	0.4&0.1	6&10	-7&-3
CN1CCN(c2nc3c(c(=O)[nH]c(=O)n3C)n2Cc2ccccc2F)CC1	3.6	-8	.	-5	-5	.	0.5	14	-2
Cc1ccc(C(=O)NCC(=O)OCC(=O)Nc2ccc(Cl)cc2C(F)(F)F)cc1C	0.4	-25	2	-7	-7	1	-1.0	4	-3
C/C(=N\Nc1nc2ccccc2[nH]1)c1ccc([N+](=O)[O-])cc1	2.6	6	-9	-4	-10	6	0.8	10	-6
Cc1nn(CC(C)C)c(Cl)c1C(=O)N(c1ccc(Cl)cc1F)S(C)(=O)=O	-0.6	-20	-24	-6	-13	7	-1.3	9	-6
Cc1ccc(NC(=O)/C(=C\c2cccnc2)NC(=O)c2ccccc2)cc1	0.5	0	-11	-1	2	0	1.0	15	1
CCC(C)(C)C(=O)Nc1cccc(Cl)c1C	1.1	-8	-14	-6	-18	-1	-0.8	13	-6
COc1ccc(Br)cc1S(=O)(=O)N(CC(=O)N1CCN(C)CC1)c1ccccc1	0.9	-3	-6	-3	6	2	0.0	-10	-3
New compounds follow:
SMILES	M1 ag parental	CHO parental Ca	TAAR1 antagonist	M1 ag	CHO-K1 Ca antag	TAAR1 ag	V1aR counter	M1 PAM parental	OXTR potentiate
CC(C)c1nc(SCC(=O)Nc2ccc3c(c2)OCCO3)n[nH]1	0.7	9	-8	-1	-8	0	-0.7	11	-14
Cc1nc2c(C(=O)NCc3ccc4c(c3)OCO4)c[nH]n2c(=O)c1Cc1ccccc1F	0.3	4	.	-5	-9	.	-0.1	2	-4
CC(=O)C1=C(O)C(=O)N(Cc2ccco2)C1c1ccccc1F (centres undefined)	0.2	1	-4	-2	-4	-1	0.6	9	0
N=c1c(C(=O)NCC2CCCO2)cc2c(=O)n3ccccc3nc2n1C1CCCCC1 (centres undefined)	0.1	-5	-15	-10	-13	0	0.0	1	-11
O=C1C(=O)N(CCN2CCOCC2)C(c2ccccc2)/C1=C(\O)c1ccc2c(c1)OCCO2 (centres undefined)	0.0	0	-4	-6	1	1	1.0	-12	7
COc1ccc(CN(C)CC(=O)Nc2cc3oc4ccccc4c3cc2OC)c(OC)c1	-0.1	-23	-4	-8	-2	4	0.4	5	-12
Cc1ccc(C)c(S(=O)(=O)c2c(C)cc(C)nc2Cl)c1	0.6	-13	8	-2	-10	-3	-1.0	1	-3
CCCn1c(C)cc(C(=O)Cn2nnc3ccccc3c2=O)c1C	0.9	-16	-27	-6	-14	7	0.5	-7	-10
COc1ccc(S(=O)(=O)/N=C2\C=C(Nc3ccc(O)cc3)C(=O)c3ccccc32)cc1	1.2	-23	51*	-12	-5	1	-0.6	-4	-7
O=C(COc1ccccc1)NNC1=NS(=O)(=O)c2ccccc21	0.1	-6	-4	-3	1	7	0.1	-1	-1
COc1cccc(N2CCN(C(=O)CCCCCn3c(=S)[nH]c4cc5c(cc4c3=O)OCO5)CC2)c1	2.5	-21	-11	-4	-20	-1	2.1	30	-1
COc1ccc(C(=O)NCC(=O)OCC(=O)Nc2ncc(Cl)cc2Cl)cc1[N+](=O)[O-]	0.0	-22	9	-5	-11	3	0.0	-3	2
CCCCCOC(=O)C1=C(C)NC(=O)NC1c1ccccc1OCC (centres undefined)	0.7	-28	-3	-6	-12	8	-0.5	11	-4
COc1ccc(-c2cnc(C(N)=O)c(=O)[nH]2)cc1	-0.7	.	-10	1	9	6	.	-5	.
O=C(CN(C(=O)c1csnn1)c1cccc2c1CCCC2)NCc1ccccc1	2.8	-15	-1	3	-2	4	1.1	-4	-14
O=C(Nc1ccc(Cl)cc1N1CCOCC1)C1CCCO1 (centres undefined)	0.5	-1	9	-4	3	-1	-0.4	-3	-6
Cc1c(C(=O)Nc2cccc(Cl)c2)c2ccccn2c1CCc1ccncc1	2.0	.	43	-10	0	10	.	14	.
CC(=O)c1cccc(NC(=O)C(C)OC(=O)CCc2nc3ccccc3c(=O)[nH]2)c1 (centres undefined)	0.2	-7	14	-2	-9	3	0.7	8	2
Nc1nnc(-c2cn(-c3ccccc3)nc2-c2ccc(Cl)cc2)o1	1.8	-24	8	-3	-19	5	0.9	29	-12
O=C(CSc1nc2ccccc2[nH]1)Nc1c(F)cccc1F	0.7	-13	17	1	-8	1	0.0	2	-5
CSc1ccccc1NC(=O)c1ccc(CN2CCOCC2)cc1	0.4	-2	15	-9	-3	-1	1.8	11	4
Cc1ccc(C(=O)N/C(=C\c2ccccc2)C(=O)NCC2CCCO2)cc1 (centres undefined)	-0.3	-7	3	-4	0	3	-0.4	5	6
COc1ccc(C(C)NC(=S)NC2CCCCC2)cc1OC (centres undefined)	1.2	-14	-6	-2	5	1	0.7	-25	-10
Cn1c(=O)[nH]c(Nc2ccccc2)c([N+](=O)[O-])c1=O	2.7	5	24	-6	2	3	0.1	14	-9
N#Cc1ccc(CN2CCN(C(=O)c3ccc(S(=O)(=O)N4CCCCCC4)cc3)CC2)cc1	3.6	-27	14	2	-5	10	7.0	-2	-8
Cc1ccccc1NC(=O)C(C)Sc1nnc(-c2ccncc2)n1CC1CCCO1 (centres undefined)	0.4	-4	-15	-4	-11	1	-0.7	17	-8
CC(/C=N/Nc1nc2ccccc2[nH]1)=C\c1ccccc1	1.4	-9	38	-9	-6	40*	-0.2	11	-13
Cc1nc(Nc2ccc(F)cc2)[nH]c(=O)c1CCC(C)C	1.1	-13	-7	0	0	10	4.6	2	-18

Single records (already shown). Order of screens: M1 ag parental, CHO parental Ca, TAAR1 antagonist, M1 ag, CHO-K1 Ca antag, TAAR1 ag, V1aR counter, M1 PAM parental, OXTR potentiate
Cc1nc2c(C(=O)NCc3ccc4c(c3)OCO4)c[nH]n2c(=O)c1Cc1ccccc1F in the list: 0.3, 4, ., -5, -9, ., -0.1, 2, -4
N=c1c(C(=O)NCC2CCCO2)cc2c(=O)n3ccccc3nc2n1C1CCCCC1 (centres undefined) in the list: 0.1, -5, -15, -10, -13, 0, 0.0, 1, -11
O=C(Nc1nc2ccccc2[nH]1)C1CC1 in the list: -0.3, -8, -13, -2, -5, 3, 0.0, -10, 4

Copied from the list.
Under OXTR potentiate, CC(=O)c1cccc(NC(=O)C(C)OC(=O)CCc2nc3ccccc3c(=O)[nH]2)c1 (centres undefined) shows 2
Under OXTR potentiate, Cc1nc(Nc2ccc(F)cc2)[nH]c(=O)c1CCC(C)C shows -18
Under M1 ag parental, Nc1nnc(-c2cn(-c3ccccc3)nc2-c2ccc(Cl)cc2)o1 shows 1.8
Under OXTR potentiate, N#Cc1ccc(CN2CCN(C(=O)c3ccc(S(=O)(=O)N4CCCCCC4)cc3)CC2)cc1 shows -8
Under M1 PAM parental, COc1cccc(N2CCN(C(=O)CCCCCn3c(=S)[nH]c4cc5c(cc4c3=O)OCO5)CC2)c1 shows 30
Under CHO-K1 Ca antag, COc1ccc(-c2cnc(C(N)=O)c(=O)[nH]2)cc1 shows 9
Under CHO parental Ca, CC(=O)C1=C(O)C(=O)N(Cc2ccco2)C1c1ccccc1F (centres undefined) shows 1
